# Screens from PubChem.
# MT stabilizer = microtubule stabilizers in HeLa cells; HeLa tubulin immunostaining HCS, 24 h; share of cells brighter than vehicle mean+2SD; AID 2205; actives 0.83% (n = 200,000); % tubulin-high responders, % at 10 µM;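 active means plate Z-score above 3 for both tubulin-high and condensed-nucleus cell shares, with cell loss under 80%, at 10 µM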;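 further: anti alpha tubulin signal scored within the nucleus-defined area of each cell; some results filed as inactive read as strong as hits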
# P. falciparum M1AAP = malaria alanyl aminopeptidase activity blockers – biochemical, fluorogenic H-Leu-NHMec substrate, 1536-well (AID 1445); recombinant M1AAP, H-Leu-NHMec fluorogenic kinetic assay; higher % means a stronger effect; inhibition, % at 30 µM; hits with a dose series show IC50 in µM; actives 0.42% (n = 220,000);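 active means primary inhibition above the hit cutoff, then over 50% inhibition at one or more dose response concentrations, cut at about 23% in these data, passing the limit was not always enough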;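 further: plate controls were DMSO full reaction for no effect and no enzyme background for full effect; strong numbers were not always called active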
# Autophagy HCS = autophagy modulation, high-content screen; calls only at 10 µM (by protocol); actives 0.98% (n = 190,000); MEF GFP-LC3 puncta imaging; test concentration mostly 10 µM;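 active means percentage of spot-positive cells more than 3 SD above its plate mean, without a fluorescence outlier flag or 80% toxicity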;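 further: spot-positive cell cutoff set from DMSO-treated cells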
# P. falciparum M17LAP = P. falciparum M17LAP inhibitors, primary screen, biochemical, fluorogenic H-Leu-NHMec substrate, 1536-well (AID 1619) | recombinant M17LAP, H-Leu-NHMec fluorogenic kinetic assay; higher % means a stronger effect | inhibition, % at 30 µM; hits with a dose series show IC50 in µM | actives 0.38% (n = 220,000);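 active means compound inhibiting the enzyme by more than half at any dose during confirmatory dose-response retesting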;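 further: plate controls were full reaction with DMSO carrier for no effect and no enzyme background for full effect; strong numbers were not always called active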
# T cell HTS = modulates CD8 T cell binding to vesicles | 2C CD8+ T cell-vesicle binding, flow cytometry; stronger effect = lower value | calls only at 7 µM | actives 0.068% (n = 330,000) | AID 2052;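 active means response, share of CD8 T cells binding vesicles, and their 90th percentile fluorescence all below set limits, cut at about 80% in these data, passing the limit was not always enough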
#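 Test system: purified 2C TCR transgenic mouse naive CD8+ T cells. Probe or stimulus: QL9-peptide-loaded Drosophila micro-vesicles bearing Ld, ICAM-1 and B7-1. Incubation: binding step 1.5 h, 37 °C, antibody labelling 20 min, ice. Measured by: flow cytometry of vesicle-bound cells.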
# WT yeast gro inh = growth inhibition of WT yeast, mitochondrial fusion screen. mitochondrial fusion phenotypic screen, WT strain. inhibition, % at 10 µM. actives 2.1% (n = 190,000); in the data active means inhibition above about 58%; tested in S. cerevisiae
# Yfh1-off respiration = mitochondrial function rescue without frataxin homolog – Friedreich's ataxia, plus single-dose screen, dose response (AID 1465); fold induction at 50 µM; hits with a dose series show EC50 in µM; actives 0.074% (n = 220,000); S. cerevisiae Yfh1-off respiration, WST-1 reduction, 72 h; higher fold induction means a stronger effect;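 active means fold induction of absorbance versus untreated yeast above a set limit, then at least 30% activation at any dose in follow-up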;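 further: activators that raise dye reduction in frataxin-depleted yeast; strong numbers were not always called active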
# Dynein cargo inh = dynein cargo transport inhibition; actives 0.47% (n = 220,000); 3617.4 mouse cells, GR-EGFP nuclear translocation imaging; test concentration mostly 20 µM; stimulated with dexamethasone, 1 µM; stronger effect = lower value; z-score, hits read low;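 active means plate z-score of nuclear minus cytoplasmic receptor signal below a set negative limit, without overly bright fluorescence or cell loss, cut at about -3.5 in these data, passing the limit was not always enough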;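 further: z-score of nuclear minus cytoplasmic ring GR-EGFP intensity difference per well; some compounds called inactive have numbers as strong as hits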
#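 Medium: Induction medium lacking tetracycline, stripped serum | Probe or stimulus: 1.0 µM final dexamethasone stimulus | Schedule: 48 h induction, then 1 h compound, then 30 min agonist, 37 °C | Signal: Automated 10x imaging of fixed Hoechst-stained cells | Evaluation: Per-cell GR-EGFP intensity, nucleus versus surrounding cytoplasmic ring, well-averaged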
# b-catenin transl = modulators of beta-catenin nuclear translocation; HeLa beta-catenin nuclear translocation, immunofluorescence imaging; nuclear translocation activity, % at 5 µM; actives 0.3% (n = 190,000); AID 1665;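 active means nuclear translocation activity above 50% at 5 µM, with a well cell count of 50 or more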;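 further: per-cell ratio of nuclear to cytoplasmic median beta-catenin stain intensity; plate controls were DMSO negative control for no effect and GSK-3 inhibitor IX positive control for full effect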
#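 Technique: fluorescence imaging of beta-catenin antibody stain plus DAPI / Material: human HeLa cell line / Incubation: compound treatment 24 h, 37°C, 5% CO2 / Read-out basis: % activation of per-cell nuclear versus cytoplasmic median beta-catenin signal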
# WT yeast gro inh mutant strain = second read-out of WT yeast gro inh, no call of its own (marks repeat the call); inhibition, %; mitochondrial fusion phenotypic screen, mutant strain inhibition
# Dynein cargo inh cytoplasmic EGFP = recorded beside Dynein cargo inh, whose call it bears; z-score; measured here: cytoplasmic GR-EGFP intensity; stronger effect = higher value
# Dynein cargo inh nuclear GR-EGFP = second read-out of Dynein cargo inh, no call of its own (marks repeat the call); z-score; measured here: nuclear GR-EGFP intensity;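 lower value marks the stronger effect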
# Dynein cargo inh cell count = further read-out of Dynein cargo inh, marked with its call; z-score; measured here: cell count per field
# b-catenin transl cell count 5 µM = also measured in b-catenin transl; calls as there; cell count; measured here: cell count, cytotoxicity flag
# T cell HTS vesicle-bound % = second read-out of T cell HTS, no call of its own (marks repeat the call); double positive events, %; measured here: CD8+ vesicle-bound cell fraction;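 binding gate set so that unloaded-vesicle control wells show 10% double positive cells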
# MT stabilizer Hoechst-high % = also measured in MT stabilizer; calls as there; % Hoechst-high responders; measured here: nuclear condensation Hoechst responders;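 share of cells brighter than vehicle mean plus two SD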
# MT stabilizer cytotoxicity % = also measured in MT stabilizer; calls as there; toxicity, %; measured here: cytotoxicity by cell density;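 0% = mean cell density of plate MIN control wells and 100% = no cells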
# Autophagy HCS cell loss 18 h = further read-out of Autophagy HCS, marked with its call; toxicity, %; measured here: cell loss, nuclei count;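 cell loss after 18 h compound exposure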
# An asterisk follows results filed as active; i = inactive; · = not tested or not shown.
cpd	SMILES	Dynein cargo inh cell count	P. falciparum M17LAP	T cell HTS	Yfh1-off respiration	b-catenin transl	b-catenin transl cell count 5 µM	P. falciparum M1AAP	Dynein cargo inh nuclear GR-EGFP	Dynein cargo inh cytoplasmic EGFP	MT stabilizer	WT yeast gro inh mutant strain	WT yeast gro inh	MT stabilizer cytotoxicity %	Autophagy HCS cell loss 18 h	Autophagy HCS	Dynein cargo inh	MT stabilizer Hoechst-high %	T cell HTS vesicle-bound %
1	COc1cc(N2C(=O)CSC23C(=O)Nc2ccccc23)cc(OC)c1OC (stereo unspecified)	0.92	3%	i	i	-0.7	1464	-1%	-0.2	-0.27	3.2	-6	-12	7.2	0	i	-0.35	3.7	50
2	COc1cc(OC)cc(-c2nnc(SCc3cccnc3)o2)c1	0.11	-2%	i	i	0.8	755	3%	-0.081	-0.28	8.7	-23	5	1.9	-8	i	-0.39	5.0	5
3	NS(=O)(=O)c1cc2c(cc1Cl)NC(C(Cl)Cl)NS2(=O)=O (stereo unspecified)	1.2	12%	i	i	-4.0	591	5%	-0.23	-0.26	1.9	-26	-4	11	11	i	-0.81	3.2	41
4	CCOC(=O)C1=CN(C)C=C(C(=O)OCC)C1c1ccsc1	-0.16	-290%	i	i	-0.9	801	6%	0.2	-0.54	3.1	15	19	12	7	i	0.57	2.9	48
5	OCCNc1cc(Cl)ncn1	0.81	-5%	i	i	0.4	1306	4%	-0.014	-0.24	·	·	·	·	·	·	-0.83	·	14
6	CC(=O)NC1C(OCc2ccccc2)OC2COC(c3ccccc3)OC2C1OCC(=O)O (stereo unspecified)	0.17	-3%	i	i	-0.1	1530	-1%	0.075	0.23	1.4	-6	-12	6.8	28	i	0.15	0.8	30
7	CSc1ccc(S(=O)(=O)NCc2ccc(Cl)cc2Cl)cc1	0.83	-3%	i	i	·	·	9%	0.18	-0.24	2.2	41	53	3.3	-12	i	-0.04	1.3	40
8	CNC(=O)CSc1nc2c([nH]c3ccccc32)c(=O)n1CCOC	0.51	2%	i	i	-0.1	1146	7%	0.067	-0.29	3.9	8	-19	7.7	6	i	-0.57	3.9	37
9	CCc1c(C(C)S(=O)(=O)c2ccccc2)[nH]c(=O)n1CC (stereo unspecified)	-0.069	9%	i	i	-3.3	1057	4%	0.19	-0.27	2.8	3	-3	6.9	15	i	-0.19	2.3	66
10	C/C(CC(=O)Nc1ccccn1)=N\NC(=O)c1ccc2ccccc2c1	-0.71	44%	i	i	-0.2	898	12%	0.67	-0.25	2.0	-12	-17	9.1	-5	i	0.61	2.1	27
11	Cc1cc(C)nc(Nc2ncn[nH]2)n1	1.2	23%	i	i	1.2	945	-4%	-0.03	-0.32	2.2	-13	-11	8.0	19	i	-0.8	1.0	58
12	Cc1ccc(C(=O)C2CCN(CC(=O)Nc3ccc4c(c3)OCCO4)CC2)cc1	-0.54	-11%	i	i	-1.7	1152	4%	0.44	-0.28	8.6	0	14	2.2	-5	i	0.11	4.7	10
13	O=C(NCc1cccnc1)c1cc(Sc2ccc(F)cc2F)nc2ccccc12	0.29	4%	i	i	2.5	1092	5%	0.12	-0.26	3.2	-6	14	7.6	-4	i	0.25	2.7	53
14	O=C(O)c1ccc2cccnc2c1O	0.6	22%	i	i	1.2	1090	11%	-0.22	-0.23	·	·	·	·	·	·	-0.34	·	39
15	COc1cccc(NC(=O)c2ccccc2C(F)(F)F)c1	0.089	19%	i	i	0.1	1467	-2%	-0.49	-0.25	2.2	0	1	2.5	-2	i	-0.44	1.0	54
16	O=C(OCC(=O)N1CCN(C(=O)c2ccco2)CC1)c1ccccc1OCc1ccc(Cl)cc1	-0.43	1%	i	i	-3.2	937	0%	1.8	-0.19	4.0	0	11	9.4	-9	i	2.3	2.2	42
17	CCCCC(CC)CNC(=O)/C=C/c1ccc(F)cc1 (stereo unspecified)	0.59	9%	i	i	-0.4	996	5%	-0.53	-0.14	2.1	27	25	2.5	-1	i	-0.59	2.9	30
18	CC(CNC(=O)CCc1nnc(CCC2CCCCC2)o1)c1ccccc1 (stereo unspecified)	0.41	2%	i	i	0.0	1005	4%	-0.27	-0.25	3.4	16	22	3.8	-28	i	-0.35	2.5	46
19	O=C(NC1CCCCC1)N1CCN(C(c2ccccc2)c2ccccc2)CC1	0.85	9%	i	i	·	·	2%	-0.54	-0.5	0.7	11	7	1.7	-2	i	-1.2	1.2	66
20	CCN(CC)CCCn1c(C)cc2c(c1=O)C(c1ccc(OC)c(OC)c1OC)C(C#N)=C(N)O2 (stereo unspecified)	0.26	-2%	i	i	-1.6	1171	-14%	-0.1	-0.26	2.7	-2	2	9.5	3	i	-0.24	1.9	53

# The final four entries of the section above open the next one.
cpd	SMILES	Dynein cargo inh cell count	P. falciparum M17LAP	T cell HTS	Yfh1-off respiration	b-catenin transl	b-catenin transl cell count 5 µM	P. falciparum M1AAP	Dynein cargo inh nuclear GR-EGFP	Dynein cargo inh cytoplasmic EGFP	MT stabilizer	WT yeast gro inh mutant strain	WT yeast gro inh	MT stabilizer cytotoxicity %	Autophagy HCS cell loss 18 h	Autophagy HCS	Dynein cargo inh	MT stabilizer Hoechst-high %	T cell HTS vesicle-bound %
17	CCCCC(CC)CNC(=O)/C=C/c1ccc(F)cc1 (stereo unspecified)	0.59	9%	i	i	-0.4	996	5%	-0.53	-0.14	2.1	27	25	2.5	-1	i	-0.59	2.9	30
18	CC(CNC(=O)CCc1nnc(CCC2CCCCC2)o1)c1ccccc1 (stereo unspecified)	0.41	2%	i	i	0.0	1005	4%	-0.27	-0.25	3.4	16	22	3.8	-28	i	-0.35	2.5	46
19	O=C(NC1CCCCC1)N1CCN(C(c2ccccc2)c2ccccc2)CC1	0.85	9%	i	i	·	·	2%	-0.54	-0.5	0.7	11	7	1.7	-2	i	-1.2	1.2	66
20	CCN(CC)CCCn1c(C)cc2c(c1=O)C(c1ccc(OC)c(OC)c1OC)C(C#N)=C(N)O2 (stereo unspecified)	0.26	-2%	i	i	-1.6	1171	-14%	-0.1	-0.26	2.7	-2	2	9.5	3	i	-0.24	1.9	53
21	COc1ccc(-c2nc(-c3cccc(C)c3)no2)cc1OC	0.93	-1%	i	i	-1.4	1263	5%	-0.067	-0.28	3.7	-1	-2	8.5	-4	i	-0.69	2.1	12
22	CN1CCN(C(=S)c2ccc(Br)cc2)CC1	0.46	-11%	i	i	0.8	1047	3%	-0.45	-0.3	2.2	-9	-19	7.0	-5	i	-0.59	2.4	62
23	O=C(CSc1nnnn1-c1ccccc1)c1ccc(O)cc1O	1.7	11%	i	i	-0.4	1351	12%	-0.67	-0.3	·	·	·	·	·	·	-1.2	·	9
24	CCn1c(CC(=O)Nc2ccccc2F)nnc1SCC(=O)N1CCN(c2ccccc2)CC1	-0.85	15%	i	i	-6.3	1174	3%	0.41	-0.23	3.2	2	15	5.6	-9	i	0.02	3.4	6
25	O=C(NNC1=NS(=O)(=O)c2ccccc21)c1ccccc1	-1.7	-13%	i	i	0.0	1376	7%	0.83	-0.089	·	·	·	·	·	·	0.36	·	11
26	COc1ccc(C2C3C(C)=NN=C3CC(C)(O)C2C(C)=O)cc1 (stereo unspecified)	0.3	11%	i	i	-1.1	982	-1%	0.18	-0.23	2.2	-5	13	0.9	21	i	0.33	2.6	12
27	O=C(CN1C(=O)C2C3C=CC(C3)C2C1=O)Nc1nc2ccccc2[nH]1 (stereo unspecified)	1.2	3%	i	i	·	·	0%	0.039	-0.26	1.8	13	15	9.1	0	i	-0.52	1.5	46
28	Cc1nc(NC(=O)COC(=O)C(NC(=O)c2ccco2)C(C)C)c(Cl)cc1Cl (stereo unspecified)	0.23	13%	i	i	-4.1	1195	0%	-0.41	-0.3	5.1	10	15	3.2	-12	i	-1.3	3.3	15
29	CCOC(=O)c1cc(NC(=O)Nc2cc(C)ccn2)c(C)nc1C	0.12	-3%	i	i	-2.8	1148	-16%	0.57	-0.23	2.7	-17	-21	8.9	-13	i	1.2	4.7	23
30	COC(=O)c1ccc(Cl)c(NC(=O)CN(c2ccc(OC)c(OC)c2)S(C)(=O)=O)c1	0.2	2%	i	i	-1.4	594	-1%	0.34	-0.17	2.4	-3	-19	4.3	2	i	0.41	1.7	23
31	Cc1ccc(NC(=O)CSc2nc(-c3ccco3)cc(C(F)(F)F)n2)cc1C	0.23	-5%	i	i	28	216	-3%	-0.073	-0.25	49*	-1	13	37*	32	i	-0.29	32*	48
32	Cc1cccc(C)c1OCC(=O)Nc1ncn[nH]1	0.24	8%	i	i	-6.6	1114	7%	-0.11	-0.2	1.9	-5	-14	8.6	-11	i	-0.22	1.6	57
